EPAC2 antag: antagonists of human EPAC2 | EPAC2 GEF exchange of Rap1B-BODIPY-GDP, fluorescence | Potency, µM (titrated, usually from 114 µM), inactives show at the top dose activity, negative = inhibition, most hits filed as inhibitors | actives 0.18% (n = 360,000) | AID 720708; further: potency means the concentration at half of the fitted maximal effect; on the % scale 0 is the no-effect control and ±100 the full control effect; nearly all actives have a fitted effect of over 45% in size; many of its hits are not listed in these tables
Target sequence (Q8WZA2 whole entry, looked up): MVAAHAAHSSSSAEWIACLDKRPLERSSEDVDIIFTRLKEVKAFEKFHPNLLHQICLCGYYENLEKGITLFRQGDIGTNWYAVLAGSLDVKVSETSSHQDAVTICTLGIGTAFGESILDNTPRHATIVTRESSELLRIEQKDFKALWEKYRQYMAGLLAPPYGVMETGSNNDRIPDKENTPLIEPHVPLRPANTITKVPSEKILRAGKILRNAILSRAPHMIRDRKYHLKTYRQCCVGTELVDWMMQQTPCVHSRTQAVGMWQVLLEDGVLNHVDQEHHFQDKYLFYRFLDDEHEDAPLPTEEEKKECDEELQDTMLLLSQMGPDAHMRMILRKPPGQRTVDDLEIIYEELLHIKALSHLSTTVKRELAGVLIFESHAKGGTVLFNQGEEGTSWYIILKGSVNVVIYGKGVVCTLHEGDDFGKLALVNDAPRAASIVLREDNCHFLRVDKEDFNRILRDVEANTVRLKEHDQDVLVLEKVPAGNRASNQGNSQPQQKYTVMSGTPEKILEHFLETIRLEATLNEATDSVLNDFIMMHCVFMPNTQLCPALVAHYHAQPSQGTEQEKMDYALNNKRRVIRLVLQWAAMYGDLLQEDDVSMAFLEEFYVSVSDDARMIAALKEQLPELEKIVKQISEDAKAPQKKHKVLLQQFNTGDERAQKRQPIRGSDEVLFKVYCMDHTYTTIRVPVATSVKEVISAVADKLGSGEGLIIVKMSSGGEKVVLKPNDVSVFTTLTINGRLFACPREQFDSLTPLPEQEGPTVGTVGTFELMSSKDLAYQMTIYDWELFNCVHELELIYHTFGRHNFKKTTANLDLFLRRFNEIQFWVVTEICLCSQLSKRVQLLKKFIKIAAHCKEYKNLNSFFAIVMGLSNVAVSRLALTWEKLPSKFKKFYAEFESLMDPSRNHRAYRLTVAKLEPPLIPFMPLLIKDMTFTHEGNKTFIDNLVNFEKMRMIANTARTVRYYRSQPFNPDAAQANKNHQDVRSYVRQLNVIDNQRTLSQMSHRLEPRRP
A549 viability: kills or reduces viability of A549 cells in Nrf2 counter-screen; A549 ARE-Fluc cells, CellTiter-Fluor viability, 18-24 h; Potency, µM (top dose mostly 46 µM), inactives show at the highest dose activity change, negative = cytotoxicity, actives largely listed as inhibitors; actives 0.16% (n = 390,000); AID 504648; further: potency means the concentration at half of the fitted maximal effect; on the % scale 0 is the no-effect control and ±100 the full control effect
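A549 ARE_Fluc cells in 5% FBS OPTI-MEM were exposed to compounds in concentration-response for 18-24 h at 37 deg C. Viability was read by CellTiter-Fluor fluorescence (Ex 405/Em 525) after 30 min, before the luciferase read.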
TGFb inhibitor: TGF-b pathway inhibition; HepG2 CAGA-GFP TGF-b/SMAD3 reporter, GFP fluorescence, 18 h; TGF-beta stimulated, 500 pg/mL final; Potency, µM (titrated, usually from 46.1 µM), for the others: top-dose activity, negative = inhibition, actives largely listed as inhibitors; actives 1.2% (n = 410,000); AID 588855; further: potency means the concentration at half of the fitted maximal effect; on the % scale 0 is the no-effect control and ±100 the full control effect; nearly all actives have a fitted effect of over 65% in size
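Inhibition of TGF-beta-driven CAGA-GFP reporter expression in HEPG2 cells is measured by cellular GFP fluorescence after 18 h stimulation with 500 pg/mL recombinant TGF-beta in 1% FBS medium at 37 degrees C.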
Nrf2 inh: blocks Nrf2 signaling. A549 ARE-Fluc reporter, luciferase luminescence, 18-24 h. Potency, µM (top dose mostly 46 µM), without a hit: top-dose activity change, negative = inhibition, usual class: inhibitors. actives 2.1% (n = 360,000); further: potency means the concentration at half of the fitted maximal effect; on the % scale 0 is the no-effect control and ±100 the full control effect; nearly all actives have a fitted effect of over 60% in size
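Two sequential reads on A549 ARE_Fluc cells exposed to compound for 18-24 h: a CellTiter-Fluor fluorescence read for viability, then a luciferase luminescence read for Nrf2/ARE activity.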
CCT modulator: modulators of cytosolic chaperonin (CCT/TRiC) activity. activity change, % (no concentration beside the values), hits read low. actives 0.3% (n = 360,000). purified chaperonin ATPase assay, HTRF ADP detection, 30 min; in the data active means activity change below about -30%; further: on the % scale 0 is the no-effect control and ±100 the full control effect
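Enzyme 40 or 20 nM (batch-dependent) in Tris pH 7.4/KCl/MgCl2/DTT; cpd 76 uM single point; ATP 10 uM; 30 min 37 °C; Transcreener ADP HTRF detection, 30 min RT; ratio 665/615.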
EPAC2 agonist: EPAC2 (human) agonism; EPAC2 activation, biochemical qHTS; response scale: 100% = 6.5 mM cAMP response; Potency, µM (top dose mostly 154 µM), for the others: at the highest dose activation, actives largely listed as activators; Q8WZA2; actives 0.079% (n = 360,000); further: potency means the concentration at half of the fitted maximal effect; nearly all actives have a fitted effect of over 50% in size
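Compounds were added across a concentration range to EPAC2 (100 nM), RAP1B-BODIPY-GDP (250 nM) and GDP (50 uM). After 5 min at room temperature, fluorescence was recorded at 5-min intervals for 30 min.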
pAkt inh: inhibitors of Akt phosphorylation | actives 0.32% (n = 360,000) | activity change, % for hits at 50 µM | Neuro2A IGF-stimulated pAkt S473 HTRF, 20 min; stronger effect = lower value | AID 651550; in the data active means activity change below about -80%; inconclusive means mostly about -51% to -80%; further: on the % scale 0 is the no-effect control and ±100 the full control effect
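Single-point screen (50 µM final compound) in Neuro2A cells stimulated 20 min with 6 nM IGF at 37 deg C. After lysis, Ser473-phosphorylated Akt read by HTRF (ex 330 nm, em 615/665 nm) as the 665/615 ratio.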
MmCpn inh: blocks the Methanococcus maripaludis chaperonin Mm-Cpn. Potency, µM (series often up to 76.9 µM), inactives show top-dose activity, negative = inhibition, most hits filed as inhibitors. purified Mm-Cpn ATPase, ADP Transcreener TR-FRET. actives 0.031% (n = 330,000); further: potency means the concentration at half of the fitted maximal effect; on the % scale 0 is the no-effect control and ±100 the full control effect; nearly all actives have a fitted effect of over 80% in size
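25 nM Mm-CPN + cpd, 10 min 37°C; + 10 uM ATP, 30 min 37°C; buffer 30 mM Tris pH 7.4, 100 mM KCl, 5 mM MgCl2, 1 mM DTT; Transcreener ADP HTRF detection 30 min RT.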
Nrf2 ARE act: Nrf2 pathway activation | AREc32 ARE-luciferase reporter (MCF7-derived line), luminescence, 24 h | AID 624171 | actives 0.31% (n = 410,000) | Potency, µM (top dose mostly 46.1 µM), for inactives: at the top dose activation, usual class: activators; further: potency means the concentration at half of the fitted maximal effect; % of control where 0% means no effect; nearly all actives have a fitted effect of over 65% in size
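Luminescent ARE reporter assay in AREc32_Fluc cells: overnight plating at 37 deg C, 24 hr compound incubation, Steady-Glo added, 30 min RT before reading.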
* hit, by the source's call; i = inactive; ? = inconclusive; nt = no result given; [ ] = remark or other dose. Unless noted, the call rests on the fitted dose curve; in most records, active means well fitted curve in the direction sought with a large enough effect; inconclusive means small, poorly fitted or top-dose-only effect, or another doubt; inactive means no such curve, though single readings can be large; an effect the other way counts as inactive or inconclusive. Not all compounds are listed; the hit share may differ from the screen's.

SMILES	EPAC2 antag	A549 viability	TGFb inhibitor	Nrf2 inh	CCT modulator	EPAC2 agonist	pAkt inh	MmCpn inh	Nrf2 ARE act
COc1ccc(-c2cnnc(N/N=C/c3ccc(C)o3)n2)cc1	9%	-12%	-1%	?	-2.3	2%	i	3%	0.8%
CN(Cc1ccccc1)C(=O)c1ccc(NC2=NC3CS(=O)(=O)CC3S2)cc1 (stereo not drawn)	13%	1%	-4%	1%	0.4	11%	i	0%	0.5%
COCCCNC(=O)c1sc2nc(C)c(C(=O)Nc3ccc(C)cc3C)c(-c3ccccc3Cl)c2c1N	nt	-17%	0%	-2%[9.27 µM]	nt	nt	nt	nt	0.0%
CCOC(=O)c1ccc(NC(=S)Nc2ccc(Br)cc2N)cc1	9%	-2%	-1%	4%	-0.3	6%	i	nt	13%
O=C(CSc1ncccn1)Nc1cccc(S(=O)(=O)N2CCOCC2)c1	-2%	9%	-17%	3%	0.4	-4%	i	0%	0.4%
COc1ccc(C/C(C)=N/NS(=O)(=O)c2ccc(Br)cc2)cc1	-16%	-2%	1%	5%	0.2	9%	i	-1%	2.7%
CCOCc1nnc(NC(=O)c2cc(OC)c(OC)cc2[N+](=O)[O-])s1	0%	3%	14%	-28%	-3.3	8%	i	-2%	0.1%
Cc1ccc(C(=O)N2CCN(c3ccccc3)CC2)cc1C	7%	-4%	24%	-20%	-1.5	7%	i	2%	-0.9%
COCCNC(=O)CN(Cc1ccc(OC)cc1)C(=O)CCC(=O)Nc1nccs1	11%	0%	-7%	0%	-6.9	9%	i	-1%	-0.7%
COc1ccc(C)cc1NC(=O)NC1CCCc2ccccc21 (stereo not drawn)	-4%	13%	3%	-10%	1.5	-1%	i	-4%	0.1%
CC(C)c1ccc(NC(=O)c2ccc3c(c2)CCCN3S(C)(=O)=O)cc1	nt	?	3%	?	nt	nt	nt	nt	3.4%
Cc1cc(C)n2nc(C(=O)Nc3cccnc3)nc2n1	-3%	9%	-3%	nt	1.2	-8%	i	3%	2.9%
Cc1ccc2c(c1C)OC(=O)CC2c1ccccc1 (stereo not drawn)	?	-4%	17%	10%	0.3	13%	i	0%	-1.0%
CCOc1ccc(S(=O)(=O)N/N=C(\C)c2ccc(Cl)c(Cl)c2Cl)cc1	-1%	12%	?	?	-2.7	-4%	i	1%	5.8%
COc1ccc(-c2oc(=O)c3cc(OC)c(OC)cc3c2C(F)(F)F)cc1	-4%	-2%	2%	7%	-0.3	3%	i	0%	-0.1%
CC(=O)Nc1ccc(S(=O)(=O)NNC(=O)c2cc3c4ccccc4n(C)c3s2)cc1	0%	-4%	-5%	-9%	-4.6	4%	i	0%	0.0%
CC(C)N1CCN(Cc2cccn2-c2cccnc2)CC1CCO (stereo not drawn)	4%	2%	-5%	3%	-2.8	14%	i	-2%	0.1%
CCCCc1nnc(NC(=O)C2=COCCO2)s1	21%	6%	-4%	?	2.0	-1%	i	3%	0.1%
Cc1cnc(NC(=O)CSc2nnc(-c3cccs3)n2C)s1	0%	-6%	-2%	-3%	-1.1	8%	i	0%	0.8%
COc1cc(C(=S)N2CCN(c3ccccc3Cl)CC2)cc(O)c1O	-9%	-1%	?	-12%	0.1	9%	i	0%	4.4%
Cn1c(NC(=O)CC2CCCCC2)cc(=O)n(C)c1=O	0%	12%	-23%	2%	-3.2	9%	i	1%	1.9%
N#Cc1c(NCCO)nc(NCc2ccccc2)c2c1CCN(Cc1ccccc1)C2	-3%	-3%	4%	10%	-2.4	3%	i	0%	9.5%
CCNc1c([N+](=O)[O-])c(=O)n(CC)c2ccccc12	2%	-5%	-13%	-30%	-1.2	0%	i	1%	-0.3%
N#CC(c1ccccc1)c1cccc(Cl)n1 (stereo not drawn)	28%	-1%	5%	11%	3.0	7%	i	0%	-0.6%
Cc1ccc(-c2cc(C(=O)NCCCn3ccnc3)c3cc(Br)ccc3n2)o1	-2%	-2%	45%[activator]	nt	-2.1	3%	i	-9%	5.3%
Brc1ccccc1CN1CCC(N2CCCCC2)CC1	-1%	-7%	8%	nt	-1.8	2%	nt	-2%	0.1%
CCN(CC)CCn1c2c(c(SCC(=O)Nc3ccc(F)c(F)c3)nc1=O)CCC2	-1%	?	4%	-3%	-1.4	5%	i	1%	-0.4%
CCOc1ccccc1C1C(C#N)=C(N)Oc2cc(C)n(Cc3ccccn3)c(=O)c21 (stereo not drawn)	-2%	0%	14%	-5%	0.4	16%	i	1%	-0.5%
CCOC(=O)c1cccc(NC(=O)c2ccc(NC(=O)C3CCCO3)cc2)c1 (stereo not drawn)	-5%	-29%	44%[activator]	12µM*	0.3	2%	i	-2%	0.5%
N#Cc1cccc(NS(=O)(=O)c2ccccc2Cl)c1	-5%	-9%	-8%	-23%	2.6	4%	i	1%	-1.2%
CC1CC(Nc2ccccc2N)=CC(=O)O1 (stereo not drawn)	1%	-1%	12%	8%	-0.1	11%	i	-1%	0.2%
Cc1ccc(NS(=O)(=O)c2ccccc2[N+](=O)[O-])cc1S(=O)(=O)N1CCCCC1	-24%	-18%	5%	?	1.1	0%	i	0%	0.3%
COC(=O)c1ccc(N2C(=O)CC(Sc3n[nH]c(C)n3)C2=O)cc1 (stereo not drawn)	-14%	-2%	0%	?	0.2	4%	i	2%	8.9%
NC(=O)CC1C(=O)N(c2ccc(Cl)cc2)C(=S)N1NC(=O)c1cccc(F)c1 (stereo not drawn)	-3%	4%	0%	3%	-3.6	7%	i	2%	9.2%
CCc1ccc(C)c(OC(=O)c2cncc(Br)c2)c1	-11%	-1%	11%	12%	-0.3	4%	i	-7%	0.4%
Cc1ccc(Cn2cc(CCC(=O)O)c3ccccc32)cc1	-1%	1%	-13%	?	-0.1	7%	i	1%	0.5%
CC(=O)N1CCN(C(=O)c2cc(-c3ccc(C)o3)nc3ccccc23)CC1	3%	0%	-14%	2%	-1.6	3%	i	-6%	-0.4%
CSc1nccc(-c2nn(-c3ccc(C)cc3)ccc2=O)n1	6%	?	11%	?	0.0	-4%	i	-3%	-0.1%
CC(=O)c1ccc(OCCCC(=O)NCCc2ccccc2)cc1	-8%	1%	-1%	10%	-0.3	8%	i	-1%	0.2%
CC[C@]1(C(=O)OC)[C@H]2C(=O)N(Cc3ccccc3)C(=O)[C@H]2[C@H]2CN=C(SCC3CC3)N21	7%	4%	17%	17%	-8.4	7%	i	0%	3.1%

2 compounds from above, showing only Nrf2 inh:
structure | Nrf2 inh
CCOC(=O)c1cccc(NC(=O)c2ccc(NC(=O)C3CCCO3)cc2)c1 (stereo not drawn) | 12µM*
CC(=O)N1CCN(C(=O)c2cc(-c3ccc(C)o3)nc3ccccc23)CC1 | 2%

Continuation:
SMILES	EPAC2 antag	A549 viability	TGFb inhibitor	Nrf2 inh	CCT modulator	EPAC2 agonist	pAkt inh	MmCpn inh	Nrf2 ARE act
CCOC(=O)[C@]12CCC=C1N(Cc1ccc3c(c1)OCO3)C(=O)[C@H](CC(=O)N1CCSCC1)C2	-8%	nt	nt	nt	0.7	5%	i	nt	-0.2%
Nc1c(Cl)cc(Cl)cc1C(=O)OCC(=O)N1CCOCC1	0%	4%	-4%	1%	-2.2	6%	i	1%	-0.1%
CCOc1c2ccc(C(=O)N[C@H](C)C3CCCCC3)cc2nn1CC	-8%	1%	-2%	-10%	-1.7	10%	i	-1%	-1.1%
Cc1[nH]nc(-c2ccc(OCc3cnn(-c4ccccc4)c3)cc2O)c1Oc1ccc(F)cc1	-2%	6%	?	nt	0.3	-3%	i	0%	5.7%
CC(C)(C)C(=O)O/N=C1\CCS(=O)(=O)c2sccc21	0%	-2%	-21%	0%	-4.3	5%	i	-3%	-0.2%
CCOC(=O)C1C(c2cc(OC)c(OC)c(OC)c2)NC(=S)NC1(O)C(F)(F)F (stereo not drawn)	8%	-4%	-11%	12%	0.0	4%	i	1%	0.1%
CCCCn1c(N)c(N(CCC(C)C)C(=O)c2c(CC)noc2C)c(=O)[nH]c1=O	0%	nt	4%	nt	0.4	13%	i	nt	-0.2%
Nc1ccccc1NC1=CC(=O)CC(c2ccco2)C1 (stereo not drawn)	4%	-19%	5%	?	1.8	6%	i	0%	?
Cc1cc(C)cc(N(CCC(=O)Nc2nnc(C3CC3)s2)S(=O)(=O)c2ccc(Cl)cc2)c1	-23%	3%	-19%	?	0.8	-4%	i	1%	0.3%
Cc1ccc(OCCC(=O)OCc2csc(CC(=O)Nc3ccccc3C)n2)cc1	-4%	-9%	-6%	-6%	-0.9	9%	i	0%	2.4%
Cc1cc([N+](=O)[O-])ccc1NC(=S)NC1CCCC1	0%	-3%	?	-18%	0.6	-1%	i	0%	0.0%
Cc1ccc(-c2c(CN3CCN(c4cccc(C)c4)C(C)C3)csc2C)cc1 (stereo not drawn)	nt	-1%	?	1%	nt	nt	nt	nt	0.8%
O=C(Nc1ccccc1)c1cn(-c2ccccc2)nc1-c1ccccc1	nt	6%	-11%	-21%	nt	nt	nt	nt	0.5%
COc1ccc(/C=N/NC(=O)c2ccccc2Cl)cc1CSc1nc2ccccc2s1	-8%	?	-5%	?	-3.1	10%	i	-4%	4.2%
CC1=C(c2ccc(C)c(C)c2)S(=O)(=O)N=C1N1CCC(C(=O)NCCc2ccco2)CC1	nt	0%	6%	23%	nt	nt	nt	nt	8.7%
CCc1c(C)nc2ncnn2c1N1CCCC(C(=O)NCc2ccco2)C1 (stereo not drawn)	-2%	6%	8%	-34%	-1.6	11%	i	0%	4.1%
CCn1cc(C(=O)NCC(OC)OC)c(=O)c2cc(S(=O)(=O)N(C)C3CCCCC3)ccc21	-5%	0%	-10%	-14%	-1.7	-3%	i	-1%	-0.5%

From PubChem BioAssay
